From PubChem BioAssay
POLI inh = qHTS for Inhibitors of Polymerase Iota. DNA polymerase iota (Homo sapiens), Q9UNA4. Pol iota fluorescent replication assay, 10 min. Potency, µM (doses to about 115 µM), for inactives: at the highest dose activity, negative = inhibition, usual class: inhibitors. hit rate 1% among 390,000; note: potency is the fitted concentration of half-maximal effect
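Fluorescent replication assay read twice, at 0 min and 10 min after adding 50 nM (final) substrate. Enzyme (10 nM) and compounds were first incubated 15 min at room temperature; enzyme-free buffer wells were negative controls.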
TRHR ag = qHTS for Small Molecule Agonists and Allosteric Enhancers of Human TRH Receptor: Primary Screen for Agonists. TRHR cells, calcium flux fluo-8, FDSS agonist mode. hit rate 0.18% among 360,000. activation, % at 2 µM. Thyrotropin-releasing hormone receptor (Homo sapiens), P34981; in the data active = activation above about 30%; note: 0% is about no effect
Target sequence (P34981 whole entry, looked up): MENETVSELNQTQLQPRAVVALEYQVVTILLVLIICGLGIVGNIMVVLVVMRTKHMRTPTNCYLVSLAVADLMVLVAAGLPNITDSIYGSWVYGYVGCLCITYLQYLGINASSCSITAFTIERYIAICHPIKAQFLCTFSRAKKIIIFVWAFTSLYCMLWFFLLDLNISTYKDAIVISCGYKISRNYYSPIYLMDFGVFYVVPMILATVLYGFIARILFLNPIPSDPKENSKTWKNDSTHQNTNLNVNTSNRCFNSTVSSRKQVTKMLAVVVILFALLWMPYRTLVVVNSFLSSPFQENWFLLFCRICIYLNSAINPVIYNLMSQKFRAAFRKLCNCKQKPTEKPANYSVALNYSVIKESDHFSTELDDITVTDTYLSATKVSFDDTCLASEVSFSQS
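TRHR-expressing cells, plated overnight in medium with 10% serum, were loaded with fluo-8 calcium dye at room temperature. After a 10 s baseline, library compound was pin-added and calcium release was recorded kinetically (ex 480/em 530) as agonist response.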
ERG Ets-DNA blk = qHTS for Small Molecule Inhibitors of the ERG Ets/DNA interaction. Transcriptional regulator ERG (Homo sapiens), P11308. fluorescence polarization, His-ERG Ets domain / labelled DNA. Potency, µM (top dose mostly 76.9 µM), for inactives: top-dose FP activity, negative = inhibition, hits mostly inhibitors. hit rate 0.028% among 370,000. AID 624246, 2012; active = well fitted inhibition curve with a large enough effect in the polarisation, with a control signal flat; inconclusive = small, poorly fitted or top-dose-only effect, or effect the other way, or a change in a side signal; inactive = no such curve, though single readings can be large or run the other way; the % refers to the polarisation;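 note: polarization taken with two DNA probes labelled with fluorescein and Texas red; potency is the fitted concentration of half-maximal effect; % of control where 0% means no effect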
Target sequence (P11308 whole entry, looked up, the tested form may be a part): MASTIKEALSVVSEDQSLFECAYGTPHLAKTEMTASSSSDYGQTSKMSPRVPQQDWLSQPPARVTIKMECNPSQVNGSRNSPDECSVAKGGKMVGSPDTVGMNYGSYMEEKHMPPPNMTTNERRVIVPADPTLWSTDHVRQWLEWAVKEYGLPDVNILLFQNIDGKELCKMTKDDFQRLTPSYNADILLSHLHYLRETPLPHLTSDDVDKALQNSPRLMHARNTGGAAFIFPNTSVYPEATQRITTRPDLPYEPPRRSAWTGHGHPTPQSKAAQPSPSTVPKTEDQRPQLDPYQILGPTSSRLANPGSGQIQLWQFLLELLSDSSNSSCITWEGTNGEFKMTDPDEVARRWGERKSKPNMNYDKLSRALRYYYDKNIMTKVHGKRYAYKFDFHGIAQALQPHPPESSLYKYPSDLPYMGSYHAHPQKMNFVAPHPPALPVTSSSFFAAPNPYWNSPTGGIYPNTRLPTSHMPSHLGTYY
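His-tagged ERG Ets domain (1 uM in the protein solution; 300mM KCl, 50mM Tris-HCl, 1mM EDTA, 1mM DTT, pH 7.5) received compound, then a probe mix of 5 nM fluorescein-DNA and 100nM Texas-615-DNA. Fluorescence polarization was read for both dyes.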
POLB inh = qHTS Assay for Inhibitors of DNA Polymerase Beta | P06746 | Pol beta primer extension/strand displacement, fluorescence kinetic | Potency, µM (titrated, usually from 114 µM), without a hit: at the top dose activity change, negative = inhibition, hits mostly inhibitors | hit rate 1.3% among 340,000; note: potency is the fitted concentration of half-maximal effect; % is set by controls: 0 for no effect and ±100 for the full control effect
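Curves were derived by four-parameter Hill fits of normalized qHTS data. The kinetic fluorescent primer-extension read was taken at 0 and 10 min after 50 nM substrate, following a 15 min room-temperature preincubation of 10 nM enzyme with compounds.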
ALOX12 inh = Primary qHTS assay for inhibitors of human arachidonate 12S-lipoxygenase (ALOX12): Round 2; Polyunsaturated fatty acid lipoxygenase ALOX12 (Homo sapiens), P18054; hit rate 1.1% among 580,000; purified 12hLO, xylenol orange hydroperoxide absorbance; Potency, µM (top dose mostly 108 µM), for inactives: top-dose activity change, negative = inhibition, usual class: inhibitors; note: potency is the fitted concentration of half-maximal effect; % is set by controls: 0 for no effect and ±100 for the full control effect
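Purified human 12hLO at 150 nM in 25 mM Hepes, 0.01% Triton X-100, pH 7.0, preincubated 15 min at room temperature with compound. Reaction started with 40 uM arachidonic acid, 30 min at room temperature. Hydroperoxide measured by Fe-xylenol orange, 573/405 nm absorbance ratio.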
Anesthetic bind = qHTS Assay for Identification of Novel General Anesthetics; apoferritin/1-aminoanthracene competitive binding, fluorescence; Ferritin light chain (Equus caballus), P02791; AID 485281, 2010; hit rate 0.074% among 350,000; Potency, µM (doses to about 77.5 µM), inactives show at the top dose activity change, negative = displacement, usual class: inhibitors; note: potency is the fitted concentration of half-maximal effect; % is set by controls: 0 for no effect and ±100 for the full control effect; nearly all actives have a fitted effect of over 20% in size
Target sequence (P02791 2-175 limits assumed): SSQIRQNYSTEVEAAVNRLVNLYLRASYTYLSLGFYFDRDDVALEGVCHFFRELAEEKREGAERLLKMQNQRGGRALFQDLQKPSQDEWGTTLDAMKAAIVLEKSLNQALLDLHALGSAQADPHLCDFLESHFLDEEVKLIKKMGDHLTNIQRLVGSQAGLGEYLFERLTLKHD
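Steps: apoferritin (10 uM) was premixed with half-saturated 1-AMA in PBS, compounds were pin-transferred, plates stood 10 min at room temperature, fluorescence was read at 380/535 nm, and curves were fitted with a Hill equation.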
Pol kappa inh = qHTS for Inhibitors of Polymerase Kappa. purified Pol kappa, fluorescent DNA synthesis assay, 10 min. Potency, µM (titrated, usually from 107 µM), inactives show at the highest dose activity, negative = inhibition, hits mostly inhibitors. hit rate 0.53% among 400,000. DNA polymerase kappa (Homo sapiens), Q9UBT6; note: potency is the fitted concentration of half-maximal effect; % is set by controls: 0 for no effect and ±100 for the full control effect
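Activity was followed as the change in fluorescence between reads at 0 and 10 min after starting the reaction with 50 nM substrate. Beforehand, 10 nM polymerase had been preincubated with compound for 15 min at room temperature.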
BLM helicase inh = qHTS Assay for Inhibitors of Bloom's syndrome helicase (BLM). recombinant BLM DNA unwinding, fluorescence dequenching. hit rate 0.2% among 350,000. Potency, µM (series often up to 56.1 µM), for the others: at the highest dose activity change, negative = inhibition, actives largely listed as inhibitors. AID 2528, 2010;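 note: potency is the fitted concentration of half-maximal effect; plate controls were vehicle for no effect and no enzyme for full effect; nearly all actives have a fitted effect of over 35% in size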
APEX1 inh = qHTS Assay for Inhibitors of the Human Apurinic/apyrimidinic Endonuclease 1 (APE1) | DNA repair nuclease/redox regulator APEX1 (Homo sapiens), P27695 | recombinant APE1, TAMRA/BHQ-2 abasic DNA cleavage fluorescence | Potency, µM (series often up to 65.8 µM), inactives show top-dose activity change, negative = inhibition, actives largely listed as inhibitors | hit rate 0.35% among 350,000 | AID 2517, 2012;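 note: potency is the fitted concentration of half-maximal effect; plate controls were vehicle for no effect and reference inhibitor for full effect; nearly all actives have a fitted effect of over 55% in size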
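Readout is kinetic fluorescence (ex 525, em 598 nm) from cleavage of 50 nM TAMRA/BHQ-2 THF abasic duplex by 0.75 nM APE1, compound added 15 min beforehand at RT.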
An asterisk follows results filed as active; & = joins results of further samples; [ ] = remark or other dose. Unless noted, calls come from the whole dose curve; as a rule, active = well fitted curve in the direction sought with a large enough effect; inconclusive = small, poorly fitted or top-dose-only effect, or another doubt; inactive = no such curve, though single readings can be large; an effect the other way counts as inactive or inconclusive.

What do the screens show for `C=CCC(NC(C)c1ccccc1)c1ccco1` (stereo not drawn)?
POLI inh: 5%; TRHR ag: 0.2; ERG Ets-DNA blk: 9%; POLB inh: 11%; ALOX12 inh: inconclusive; Anesthetic bind: -8%; Pol kappa inh: -15%; BLM helicase inh: -1%; APEX1 inh: -12%

Results for Cc1cc(C)cc(Nc2ncnc3c2nc2n3CCCC2)c1 ?
POLI inh: -6%; TRHR ag: -1.0; ERG Ets-DNA blk: -7%; POLB inh: 7%; ALOX12 inh: inconclusive; Anesthetic bind: 5%; Pol kappa inh: -7%; BLM helicase inh: 0%

Results for COc1cc(/C=N/Nc2nncn2/N=C/c2ccc(O)c(OC)c2)ccc1O ?
POLI inh: 20µM*; TRHR ag: 0.2; ERG Ets-DNA blk: 3%; POLB inh: 2%; ALOX12 inh: 8%; Anesthetic bind: -12%; Pol kappa inh: -8%; BLM helicase inh: -10%; APEX1 inh: -10%

Results for COc1ccccc1CN1CC(C(=O)N2CCC(C(=O)c3ccccc3)CC2)CCC1=O (stereo not drawn) ?
POLI inh: -13%; TRHR ag: 0.1; ERG Ets-DNA blk: -8%; POLB inh: 32%; ALOX12 inh: -4%; Anesthetic bind: -10%; Pol kappa inh: -6%; BLM helicase inh: 2%; APEX1 inh: 67%[activator]

Results for Cc1ccc(NC(=O)c2ccc3oc(=O)c(S(=O)(=O)c4ccccc4)cc3c2)cc1C ?
POLI inh: -1%; TRHR ag: 0.3; ERG Ets-DNA blk: 6%; POLB inh: 22%; ALOX12 inh: -24%; Anesthetic bind: 0%; Pol kappa inh: 0%; BLM helicase inh: -7%

Results for O=C(c1nc2ccccn2c1CNCC1OCCc2ccccc21)N1CCOCC1 (stereo not drawn) ?
POLI inh: -21%; TRHR ag: 0.4; ERG Ets-DNA blk: 4%; POLB inh: 0%; ALOX12 inh: 2%; Anesthetic bind: -10%; Pol kappa inh: -13%; BLM helicase inh: -1%; APEX1 inh: 2%

Results for COc1ccc(OC)c(S(=O)(=O)Nc2c(F)cccc2F)c1 ?
POLI inh: 10%; TRHR ag: -0.1; ERG Ets-DNA blk: 7%; POLB inh: 5%; ALOX12 inh: 0%; Anesthetic bind: 9%; Pol kappa inh: -19%; BLM helicase inh: 3%; APEX1 inh: -2%

Results for Cc1cc(C)c(S(=O)(=O)NCCc2cc3cc(C)c(C)cc3[nH]c2=O)c(C)c1 ?
POLI inh: 0%; TRHR ag: -0.5; ERG Ets-DNA blk: -6%; POLB inh: 17%; ALOX12 inh: inconclusive; Anesthetic bind: 3%; Pol kappa inh: -1%; BLM helicase inh: -2%

How did O=C(CNS(=O)(=O)c1ccccc1)N1CCCC1 do in these assays?
POLI inh: 69%[activator]; TRHR ag: 0.4; ERG Ets-DNA blk: 2%; POLB inh: -1%; ALOX12 inh: -4%; Anesthetic bind: -7%; Pol kappa inh: -11%; BLM helicase inh: 1%; APEX1 inh: -2%

Results for Cc1ccc(CNC(=O)CCn2ccc3cc(S(=O)(=O)N4CCCC4)ccc32)cc1 ?
POLI inh: 29%&1%; TRHR ag: -0.3&-0.4; ERG Ets-DNA blk: 1%&1%; POLB inh: -1%&2%; ALOX12 inh: -17%&2%; Anesthetic bind: -8%&-20%; Pol kappa inh: 3%&-14%; BLM helicase inh: 0%&-3%; APEX1 inh: 30%

Results for CCC(NC(=O)c1cccc(Cn2cc([N+](=O)[O-])cn2)c1)c1ccc(C(C)C)cc1 (stereo not drawn) ?
POLI inh: -3%; TRHR ag: 1.4; ERG Ets-DNA blk: 5%; POLB inh: -2%; ALOX12 inh: -2%; Anesthetic bind: inconclusive; Pol kappa inh: -15%; BLM helicase inh: -17%; APEX1 inh: -10%

How did O=C(NC1=NCCS1)c1cccc(NC(=O)c2ccco2)c1 do in these assays?
POLI inh: 4%; TRHR ag: 0.4; ERG Ets-DNA blk: -3%; POLB inh: 9%; ALOX12 inh: 0%; Anesthetic bind: 5%; Pol kappa inh: -8%; BLM helicase inh: -1%; APEX1 inh: 9%

How did CCC(CO)n1c(SCc2cc(=O)oc3cc(C)ccc23)nc2ccccc2c1=O (stereo not drawn) do in these assays?
POLI inh: 15%; TRHR ag: -0.5; ERG Ets-DNA blk: 3%; POLB inh: 2%; ALOX12 inh: inconclusive; Anesthetic bind: inconclusive; Pol kappa inh: -21%; BLM helicase inh: -5%; APEX1 inh: 1%

How did CC(=O)OC(C(=O)NC1CCCCC1)c1ccc(Cl)c(Cl)c1 (stereo not drawn) do in these assays?
POLI inh: 38%[activator]; TRHR ag: 0.0; ERG Ets-DNA blk: 6%; POLB inh: 46%; ALOX12 inh: -8%; Anesthetic bind: -4%; Pol kappa inh: -1%; BLM helicase inh: 3%; APEX1 inh: 1%

How did CC1CN(c2cc(=O)n(-c3ccc(Cl)cc3)c(=O)[nH]2)CC(C)O1 (stereo not drawn) do in these assays?
POLI inh: -3%; TRHR ag: 0.8; ERG Ets-DNA blk: -6%; POLB inh: -3%; ALOX12 inh: 12%; Anesthetic bind: -6%; Pol kappa inh: -5%; BLM helicase inh: -1%; APEX1 inh: 12%

How did O=c1[nH]c(-c2ccccc2Cl)nc2c1sc(=S)n2-c1ccccc1 do in these assays?
POLI inh: -4%; TRHR ag: -0.7; ERG Ets-DNA blk: 5%; POLB inh: 38%; ALOX12 inh: -16%; Anesthetic bind: 1%; Pol kappa inh: -5%; BLM helicase inh: -5%; APEX1 inh: -3%

How did C/C=C/COc1nc2c(c(=O)n(C)c(=O)n2C)n1C do in these assays?
POLI inh: inconclusive; TRHR ag: -1.3; ERG Ets-DNA blk: 4%; POLB inh: -22%; ALOX12 inh: 0%; Anesthetic bind: 0%; Pol kappa inh: 4%; BLM helicase inh: 2%; APEX1 inh: 10%

What do the screens show for `CC(=O)N1CCC2(CC1)CC(=O)c1cc(OCC(=O)N3CCCC3)ccc1O2`?
POLI inh: -4%; TRHR ag: 0.1; ERG Ets-DNA blk: -10%; POLB inh: 3%; ALOX12 inh: 10%; Anesthetic bind: 202%[activator]; Pol kappa inh: -9%; BLM helicase inh: -3%; APEX1 inh: 2%

What do the screens show for `O=C(NN1C(=O)c2ccccc2C1=O)c1ccncc1`?
POLI inh: -13%; TRHR ag: 1.2; ERG Ets-DNA blk: -4%; POLB inh: -5%; ALOX12 inh: -6%; Anesthetic bind: -2%; Pol kappa inh: -10%; BLM helicase inh: -1%; APEX1 inh: -2%

Results for O=C(Nc1nc2nc(-c3ccccc3)cc(-c3ccccc3)n2n1)c1ccco1 ?
POLI inh: 9%; TRHR ag: 0.4; ERG Ets-DNA blk: 1%; POLB inh: 4%; ALOX12 inh: 28%; Anesthetic bind: -11%; Pol kappa inh: 5%; BLM helicase inh: -11%; APEX1 inh: -8%

How did O=C(CCC(=O)N/N=C/c1c[nH]c2ccccc12)NCc1ccccc1 do in these assays?
POLI inh: -11%; TRHR ag: 0.0; ERG Ets-DNA blk: 7%; POLB inh: 5%; ALOX12 inh: -16%; Anesthetic bind: -20%; Pol kappa inh: 4%; BLM helicase inh: -11%; APEX1 inh: 2%

Results for CCn1c(NCc2ccc(OC)cc2)nc2ccccc21 ?
POLI inh: 14%&19%; TRHR ag: -0.5&-0.3; ERG Ets-DNA blk: -3%&-5%; POLB inh: -1%&-3%; ALOX12 inh: -16%&0%; Anesthetic bind: -3%&-12%; Pol kappa inh: 5%; BLM helicase inh: 3%&2%; APEX1 inh: -8%

What do the screens show for `N#Cc1ccc(NC(=O)CSc2cn[nH]n2)cc1`?
POLI inh: 5%; TRHR ag: 0.3; ERG Ets-DNA blk: 7%; POLB inh: 49%; ALOX12 inh: -2%; Anesthetic bind: -1%; Pol kappa inh: -6%; BLM helicase inh: 0%; APEX1 inh: 8%

What do the screens show for `Cc1ccc(C2CC(=O)Oc3cc(C)c(Cl)c(C)c32)cc1` (stereo not drawn)?
Anesthetic bind: 43%[activator][110 µM]; Pol kappa inh: -15%; BLM helicase inh: -11%[75.6 µM]; APEX1 inh: inconclusive

What do the screens show for `Cc1ccc(/C=N/NC(=O)c2ccccc2OCc2cccc(Br)c2)o1`?
POLI inh: 107%[activator]; TRHR ag: -0.2; ERG Ets-DNA blk: 1%; POLB inh: 2%; ALOX12 inh: -29%; Anesthetic bind: -22%; Pol kappa inh: -3%; BLM helicase inh: -10%; APEX1 inh: -9%

How did CCn1c(=O)cc(SCC(=O)Nc2ccc(OC)c(OC)c2)c2ccccc21 do in these assays?
POLI inh: 3%; TRHR ag: 0.2; ERG Ets-DNA blk: -14%; POLB inh: 3%; ALOX12 inh: 1%; Anesthetic bind: -21%; Pol kappa inh: 0%; BLM helicase inh: 0%; APEX1 inh: 3%

Results for CCOC(=O)c1c[nH]c2ccc3ccccc3c2c1=O ?
POLI inh: 25%; TRHR ag: 18; ERG Ets-DNA blk: -7%; POLB inh: -22%; ALOX12 inh: 10%; Anesthetic bind: -1%; Pol kappa inh: -5%; BLM helicase inh: -1%; APEX1 inh: -9%

Some of the compounds tested; the hit share may differ from the screen's.
